RXFP1 antagonist: blocks the human relaxin receptor RXFP1; AID 1259400; 0.59% of 350,000 active; Q9HBX9; activity change, negative = inhibition, % at 57.5 µM; HEK293-RXFP1, relaxin-stimulated cAMP HTRF, 30 min; active compounds read low;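 active means activity change of -60% or lower, but not beyond a set lower limit; inconclusive means change between -60% and -40%, or beyond the set limit; inactive means change above -40%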; further: on the % scale 0 is the no-effect control and ±100 the full control effect
Target sequence (Q9HBX9 whole entry, looked up): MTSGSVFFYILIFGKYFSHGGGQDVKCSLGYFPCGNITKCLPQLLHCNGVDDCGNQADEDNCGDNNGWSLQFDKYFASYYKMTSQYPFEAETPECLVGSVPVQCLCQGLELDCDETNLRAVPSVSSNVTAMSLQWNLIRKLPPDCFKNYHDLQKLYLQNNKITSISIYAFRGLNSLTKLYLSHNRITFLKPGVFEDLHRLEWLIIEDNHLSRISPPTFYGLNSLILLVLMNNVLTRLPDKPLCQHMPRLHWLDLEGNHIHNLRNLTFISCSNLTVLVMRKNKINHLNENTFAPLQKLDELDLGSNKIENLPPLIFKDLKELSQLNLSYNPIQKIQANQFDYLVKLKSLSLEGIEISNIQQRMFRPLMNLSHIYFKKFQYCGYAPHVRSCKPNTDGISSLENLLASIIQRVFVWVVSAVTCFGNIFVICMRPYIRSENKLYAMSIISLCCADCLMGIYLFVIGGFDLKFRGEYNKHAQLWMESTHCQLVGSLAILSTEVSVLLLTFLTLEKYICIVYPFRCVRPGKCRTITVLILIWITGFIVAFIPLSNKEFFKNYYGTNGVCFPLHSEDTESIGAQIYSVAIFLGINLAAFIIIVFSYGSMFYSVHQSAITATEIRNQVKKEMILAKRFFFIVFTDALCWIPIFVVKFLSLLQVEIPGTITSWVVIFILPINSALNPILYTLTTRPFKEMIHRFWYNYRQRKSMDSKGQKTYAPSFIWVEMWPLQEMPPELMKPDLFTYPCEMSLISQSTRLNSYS
D2 potentiator: positively modulates the human D2 dopamine receptor allosterically; P14416; HEK293 T-REx D2, calcium flux, EC20 dopamine potentiation; potentiation, % at 10 µM; 0.34% of 340,000 active;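 active means potentiation over 3 SD above the plate norm, cut at about 30% in these data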; further: 0% is about no effect
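Potentiation of an EC20 dopamine calcium response measured kinetically over 180 s, after a preceding 180 s compound-only read flagging agonists. Cells: inducible Hek293 Trex D2 line, 4000/well, cultured overnight at 30 C before dye loading.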
TRHR ag: TRH receptor (human) agonism; activation, % at 2 µM; TRHR cells, calcium flux fluo-8, FDSS agonist mode; 0.18% of 360,000 active; further: 0% is about no effect
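Agonist-mode FDSS calcium read (Ex 480/Em 530, 1 s cycles) in 1536-well TRHR cells with fluo-8 dye, after 10-cycle baseline and 23 nL compound addition; TRH at EC20 (10 nM final) added afterwards for the enhancer phase.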
D2 ag: activates the human D2 dopamine receptor | AID 485358 | activation, % at 2 µM | 0.53% of 340,000 active | HEK293 T-REx D2 cells, calcium flux agonist mode | P14416;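 active means activation over 3 SD above normal in the single-dose calcium agonist read, cut at about 30% in these data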; further: 0% is about no effect
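Agonism is scored from calcium flux in a force-coupled, inducible HEK293 cell line expressing D2, read kinetically for 180 s after compound addition against dopamine controls.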
D1 antagonist: blocks dopamine activation of the human D1 receptor; P21728; HEK293 TREx D1 cells, calcium flux, dopamine EC80; active compounds read low; activity change, negative = inhibition, % at 10 µM; AID 504652; 3.2% of 360,000 active; in the data active means activity change below about -30%; further: on the % scale 0 is the no-effect control and ±100 the full control effect
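Inducible Hek293 Trex D1 cells (tetracycline, overnight, 30 C). Calcium dye 30–90 min RT. Antagonist mode: EC80 dopamine added after 180 s compound read.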
D2 antagonist: antagonizes the human D2 dopamine receptor | P14416 | HEK293 TREx D2 cells, calcium flux, dopamine EC80 | inhibition, % at 10 µM | 2% of 340,000 active | AID 485344; in the data active means inhibition above about 30%; further: 0% is about no effect
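In this primary screen, negative modulation is detected by tracking calcium flux after an EC80 dopamine challenge in inducible HEK293 T-REx D2 cells preexposed to test compound for 180 s.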
D1 ag: human D1 receptor agonism; activation, % at 2 µM; HEK293 T-REx D1 cells, calcium flux, agonist mode; P21728; 1% of 360,000 active; further: 0% is about no effect
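Agonism was scored from calcium flux recorded over 180 s (1 read/s) after pintool compound addition, following a 10-cycle baseline. Cells were inducible force-coupled HEK293 TREx D1, plated overnight at 30 C and loaded with no-wash calcium dye.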
D1 PAM: human D1 dopamine receptor positive modulation | P21728 | HEK293 TREx D1 cells, calcium flux, dopamine EC20 potentiation | potentiation, % at 10 µM | 0.036% of 360,000 active; in the data active means potentiation above about 30%; further: 0% is about no effect
TRHR PAM: allosteric enhancers of human TRH receptor; AID 493056; TRHR cells, fluo-8 calcium fluorescence, EC20 TRH enhancement; 0.66% of 360,000 active; enhancement, % at 2 µM; in the data active means enhancement above about 30%; further: 0% is about no effect
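TRHR-expressing cells loaded with fluo-8 calcium dye were read kinetically (ex 480/em 530) during compound addition, then stimulated with an EC20 of TRH (10 nM final). Enhancement of the Gq-mediated intracellular calcium response was scored.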
The depositor's hits bear a star; u = inconclusive; x = no result given. Unless noted, no stated cut-off is given here; in the data, active means activation above about 30%; inactive means the rest.

SMILES	RXFP1 antagonist	D2 potentiator	TRHR ag	D2 ag	D1 antagonist	D2 antagonist	D1 ag	D1 PAM	TRHR PAM
CC12COC3(P(=O)(c4ccccc4)c4ccccc4)CC1CCC23CP(=O)(c1ccccc1)c1ccccc1 (stereo not drawn)	2	6	-0.1	0.4	-20	-5	-3	2	-18
O=C(Nc1ccc(Cc2ccncc2)cc1)C1CC1	5	-18	-0.2	1.4	-25	-5	6	1	-5
CCOC(=O)C1(C)NC(c2ccc(O)cc2)C2C(=O)N(c3ccccc3)C(=O)C21 (stereo not drawn)	-1	0	0.5	0.1	8	-2	4	-2	6
Cc1ccc(S(=O)(=O)N2CCN(C(=O)CN3CCN(C)CC3)C2)cc1	-9	2	0.6	-0.9	0	7	1	-5	0
CSc1cccc(NC(=O)CCNC(=O)c2ccco2)c1	-6	0	0.1	-0.4	23	10	6	1	-2
COc1cccc(N2CCN(C(=O)Nc3ccc4c(c3)NC(=O)CO4)CC2)c1	-5	x	-0.4	x	-6	x	2	-4	-4
CCOc1ccccc1N(CC(=O)Nc1ccc(OC)cc1)S(=O)(=O)c1ccccc1	-2	2	0.0	0.1	-29	-6	-4	-1	-8
CCc1c(O)nc(SCC(=O)Nc2nc3ccccc3s2)n(-c2ccccc2)c1=O	-11	1	-0.2	1.0	2	0	0	4	10
Cc1ccc(S(=O)(=O)c2nc(-c3cccs3)oc2NCCCN(C)C)cc1	-6	-17	0.6	0.2	-13	24	3	-7	6
CC(C)Nc1nnc(SCC(=O)NCc2ccc3c(c2)OCO3)s1	3	5	-0.6	0.9	2	-9	7	-5	-5
CC(=O)Oc1ccc2c(c1)OC(c1ccccc1)CC21CC(C)(C)NC(=O)N1 (stereo not drawn)	3	5	0.9	2.4	9	5	4	5	8
Cn1cccc1C(=O)NC(=O)COC(=O)c1ccccc1O	3	18	0.7	-0.9	0	1	8	-3	5
CN(CC(=O)Nc1ccccc1C(=O)NC1CC1)Cc1ccco1	2	2	0.1	0.2	-3	-31	3	-6	8
COc1ccccc1CNC(=O)C(=O)Nc1ccc(C(=O)N2CCC(C)CC2)cc1	-12	-1	-0.5	-0.3	4	-28	1	-6	5
COc1cccc(CNC(=O)CCC2CCCN(C(=O)c3ccccc3N(C)C)C2)c1 (stereo not drawn)	-13	0	0.1	-0.1	-4	1	3	3	-6

Next part; it opens with the 7 that closed the last part.
SMILES	RXFP1 antagonist	D2 potentiator	TRHR ag	D2 ag	D1 antagonist	D2 antagonist	D1 ag	D1 PAM	TRHR PAM
Cc1ccc(S(=O)(=O)c2nc(-c3cccs3)oc2NCCCN(C)C)cc1	-6	-17	0.6	0.2	-13	24	3	-7	6
CC(C)Nc1nnc(SCC(=O)NCc2ccc3c(c2)OCO3)s1	3	5	-0.6	0.9	2	-9	7	-5	-5
CC(=O)Oc1ccc2c(c1)OC(c1ccccc1)CC21CC(C)(C)NC(=O)N1 (stereo not drawn)	3	5	0.9	2.4	9	5	4	5	8
Cn1cccc1C(=O)NC(=O)COC(=O)c1ccccc1O	3	18	0.7	-0.9	0	1	8	-3	5
CN(CC(=O)Nc1ccccc1C(=O)NC1CC1)Cc1ccco1	2	2	0.1	0.2	-3	-31	3	-6	8
COc1ccccc1CNC(=O)C(=O)Nc1ccc(C(=O)N2CCC(C)CC2)cc1	-12	-1	-0.5	-0.3	4	-28	1	-6	5
COc1cccc(CNC(=O)CCC2CCCN(C(=O)c3ccccc3N(C)C)C2)c1 (stereo not drawn)	-13	0	0.1	-0.1	-4	1	3	3	-6
OCCNCC(O)CN1c2ccccc2Sc2ccccc21 (stereo not drawn)	0	-1	1.6	-0.8	-31*	6	7	-11	-3
COc1ccc(S(=O)(=O)N2CCC(C(=O)N3CCN(c4ccccc4OC)CC3)CC2)cc1	-10	5	0.0	-2.3	12	5	0	3	2
CCOc1ccc(CSC(=N)N)cc1Cl	1	8	0.4	2.3	13	-6	12	4	3
COc1cccc(NC(=O)CN(C)C(=O)c2ccc(NC(=O)CC3SC(N4CCCCC4)=NC3=O)cc2)c1 (stereo not drawn)	-9	12	1.0	-0.8	-5	-4	3	1	3
CCOC(=O)c1cccc(NC(=O)c2cc3ccccc3o2)c1	-6	-12	0.0	-1.4	-42*	-55	6	4	-7
CN1CC(c2ccccc2Cl)C2(COc3ccccc3C2=O)C12C(=O)Nc1ccccc12 (stereo not drawn)	9	5	-0.2	0.3	16	8	-1	2	2
O=C(Nc1ccncc1)c1ccc(Cl)cc1	8	0	-0.8	-0.5	4	11	0	-7	0
COC(=O)c1c(C(=O)OC)c(-c2cccc(C)c2)n2c1CS(=O)(=O)C2	-29	0	1.3	-0.4	-8	11	1	-8	-3
COCCn1c(N2CCCC2)nc2c1c(=O)[nH]c(=O)n2C	16	5	0.4	-1.1	-10	-10	3	2	2
CN1CCC(=O)N(CCSc2ccccc2)CC1	x	0	1.3	0.1	-6	-25	2	-3	-1
COc1ccccc1-c1ccc(SCC(=O)Nc2cc(C)on2)nn1	-1	-1	-0.8	-1.6	-19	-1	3	-3	5
Cc1c(/C=C2\SC(=O)N(CC(=O)Nc3ccc4c(c3)OCO4)C2=O)c2ccccc2n1C	u	11	-0.6	0.4	17	-4	8	-10	5
N/C(=N\OC(=O)c1cccc(Cn2cc(C(F)(F)F)ccc2=O)c1)c1ccccc1	-8	7	0.7	0.7	17	-3	5	-4	-2
COc1ccc(C(=O)NCCOc2ccccc2)cc1S(=O)(=O)N1CCOCC1	1	10	0.2	0.2	6	-14	0	-2	13
O=C(c1ccc(Cl)cc1)c1c[nH]c(C(=O)NNc2cccc(Cl)n2)c1	-8	-6	1.3	2.6	-31*	-9	3	-2	2

Profiles from above. Screens in order: RXFP1 antagonist | D2 potentiator | TRHR ag | D2 ag | D1 antagonist | D2 antagonist | D1 ag | D1 PAM | TRHR PAM
Profile of CN1CC(c2ccccc2Cl)C2(COc3ccccc3C2=O)C12C(=O)Nc1ccccc12 (stereo not drawn) → 9 | 5 | -0.2 | 0.3 | 16 | 8 | -1 | 2 | 2
Profile of OCCNCC(O)CN1c2ccccc2Sc2ccccc21 (stereo not drawn) → 0 | -1 | 1.6 | -0.8 | -31* | 6 | 7 | -11 | -3

Next part.
SMILES	RXFP1 antagonist	D2 potentiator	TRHR ag	D2 ag	D1 antagonist	D2 antagonist	D1 ag	D1 PAM	TRHR PAM
CC(Sc1ccccc1)C(=O)NCCc1ccccc1 (stereo not drawn)	3	1	-0.4	1.5	-15	0	4	-4	-4
c1ccc2[nH]c(CSc3nccs3)nc2c1	7	3	0.1	0.4	8	-2	1	2	3
CCOc1cc(-c2nc(C)c(C(C)=O)n2O)ccc1OCC(=O)Nc1cccc(C)c1	5	-1	-0.1	0.2	-5	0	5	-2	-2
CC1=NN(C(C#N)c2ccccc2)C(C)(C)C1 (stereo not drawn)	-7	0	0.1	-0.1	-25	10	2	-2	-8
COCc1cc(C)nc2sc(C(=O)Nc3ccc(C(C)=O)cc3)c(N)c12	13	-12	-0.6	0.0	13	x	0	-5	-5
Cc1cc(/C=N/NC(=O)C(=O)NCc2ccccn2)c(C)n1-c1cccc(Br)c1	-5	2	0.5	-0.4	-10	-33	4	-4	-6
O=C(CCCCl)Oc1ccc2cc(-c3ccc4ccccc4n3)c(=O)oc2c1	4	-5	32*	20	-4	16	51*	-3	2
COC(=O)C1=C(C)NC(C)=C(C(=O)OCC2CCCO2)C1c1ccc(Cl)c([N+](=O)[O-])c1 (stereo not drawn)	x	0	0.5	0.9	-4	-7	5	-12	-22
COc1ccc(CCN2C(=S)N(c3ccccc3)C(=O)C2CC(=O)O)cc1OC (stereo not drawn)	3	7	-0.8	0.1	-2	-3	1	-1	4
CC(=O)N(C(C)=O)c1ncnc2c1c(-c1ccc(Cl)cc1)nn2C(C)(C)C	-36	22	0.0	0.2	25	-11	0	-3	-1
Cc1ccccc1OCc1nnc(SCC(=O)Nc2ccc3nc(SCC(=O)NC(C)(C)C)sc3c2)n1C	-7	-5	0.1	-0.5	-13	-3	2	-8	-4
Cc1ccccc1NC(=O)CSc1cn(CC(=O)N2CCCCCC2)c2ccccc12	-16	-1	-0.5	-0.5	0	x	5	-2	-11
COc1cc([N+](=O)[O-])ccc1NC(=O)Nn1cnnc1	0	9	0.0	1.0	-6	2	2	2	1
Cn1nnnc1Sc1ncnc2scc(-c3ccc(N)cc3)c12	x	x	-0.6	x	-4	x	3	7	9
CC(=O)c1cc2c(cc1NC(=O)c1cnc(C)cn1)OCO2	0	0	0.1	0.0	-12	8	1	2	-1
CCOc1ccccc1CNC(=O)C1CCN(c2nc3ccccc3nc2C(F)(F)F)CC1	x	10	-0.2	0.5	-14	x	1	-1	8
COc1ccccc1N1CCN(CCCn2c(=S)[nH]c3ccccc3c2=O)CC1	-26	-30	-0.9	9.0	-88*	82*	0	-8	4
Cc1c(NC(=O)CN2C(=O)c3ccccc3S2(=O)=O)c(=O)n(-c2ccccc2)n1C	-13	-2	-0.2	0.3	7	-17	2	6	0
CC1(C)Cc2c(sc3nc4n(-c5ccccc5)cnn4c(=O)c23)CO1	5	-3	0.3	0.4	7	2	1	3	-1
O=C(O)CN=C1CC(c2ccccc2)CC(=O)/C1=C(/O)CCCN1C(=O)c2ccccc2C1=O (stereo not drawn)	-17	31*	0.6	0.5	-6	-6	2	5	-3
COc1ccccc1NC(=S)NNC(=O)c1c(Cl)c(C)nn1C	1	-14	0.7	0.5	-11	15	20	-6	1
CCOc1ccc(N(CC(=O)Nc2cccnc2)S(=O)(=O)c2ccc(C)cc2)cc1	-8	-23	-0.1	0.2	-8	5	5	-4	2
O=C(NCCSc1c(-c2ccccc2)[nH]c2ccccc12)c1ccc(S(=O)(=O)N2CCOCC2)cc1	-15	1	0.2	-0.4	6	x	4	2	1
COCCCNC(=O)c1ccc2c(=O)n(CC3CCCO3)c(=S)[nH]c2c1 (stereo not drawn)	-8	25	-1.2	-0.7	10	-1	2	-1	-2
Cc1cc2c(s1)c1cnn(Cc3c(F)cccc3F)c(=O)c1n2C	x	x	-0.4	x	-10	x	1	7	1
CCCCN(C)c1c(N2CCC(C(=O)OCC)CC2)c(=O)c1=O	10	15	0.4	0.3	-3	-7	3	-5	-12
CCOC(=O)c1cc(-c2ccc(F)cc2)n(CCC(=O)NCc2ccc(C)cc2)c1C	-31	15	0.7	0.7	2	x	6	-4	1
N#Cc1nc(Cc2ccccc2)oc1NCc1ccccc1	-5	-5	-0.3	0.7	-5	28	9	-8	-8
Cc1ccc(S(=O)(=O)N(C)C)cc1NC(=O)COC(=O)CCC(=O)c1ccc(F)cc1	2	-12	0.0	0.1	-17	16	0	-4	-3
CCCCOC(=O)C1[C@H]2C(=O)N(c3ccccc3CC)C[C@]23C=C[C@H]1O3 (stereo partly drawn)	-15	-8	2.2	1.3	-1	-4	3	1	3
CCCNC(=O)[C@H](C)NC(=O)c1ccc(Br)cc1	-3	-3	-0.3	x	-14	x	1	-7	4
CN1C(=O)C2(Nc3ccccc3-c3nc4ccccc4n32)c2ccccc21 (stereo not drawn)	-12	11	0.4	-0.3	-10	7	2	4	1
CCOC(=O)c1cccc(NC(=O)c2cccnc2)c1	0	-1	1.5	-0.6	-2	-17	-1	-5	10
CC(NC(=S)Nc1ccccc1Cl)C(c1cccs1)N1CCCC1 (stereo not drawn)	1	-8	-0.4	-1.0	-6	-8	0	2	2
CCOc1ccc(S(=O)(=O)c2cn(Cc3ccc(OC)cc3)c3ccc(F)cc3c2=O)cc1	-14	-15	0.7	0.5	-4	x	2	-2	-13

The order is random; about 7.1% have a hit in one of these screens.
